TrxR1 substrate: substrates of rat thioredoxin reductase 1; O89049; hit rate 0.01% among 390,000; Potency, µM (top dose mostly 114 µM), for inactives: at the highest dose activity change, negative = substrate turnover; purified TrxR1 substrate turnover, NADPH consumption readout; AID 588456; note: potency is the fitted concentration of half-maximal effect; % is set by controls: 0 for no effect and ±100 for the full control effect; nearly all actives have a fitted effect of over 50% in size
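Rat TrxR1, dispensed at 90 nM, was prereduced with 400 uM NADPH (final) for 5 min at ~22 deg C, then incubated with compound 15 min before 400 uM selenite. A first-read NADPH fluorescence drop versus no-compound background flagged substrates.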
TRHR agonist: activates the human TRH receptor. P34981. TRHR cells, calcium flux fluo-8, FDSS agonist mode. hit rate 0.18% among 360,000. activation, % at 2 µM; in the data active = activation above about 30%; note: 0% is about no effect
Target sequence (P34981 whole entry, looked up): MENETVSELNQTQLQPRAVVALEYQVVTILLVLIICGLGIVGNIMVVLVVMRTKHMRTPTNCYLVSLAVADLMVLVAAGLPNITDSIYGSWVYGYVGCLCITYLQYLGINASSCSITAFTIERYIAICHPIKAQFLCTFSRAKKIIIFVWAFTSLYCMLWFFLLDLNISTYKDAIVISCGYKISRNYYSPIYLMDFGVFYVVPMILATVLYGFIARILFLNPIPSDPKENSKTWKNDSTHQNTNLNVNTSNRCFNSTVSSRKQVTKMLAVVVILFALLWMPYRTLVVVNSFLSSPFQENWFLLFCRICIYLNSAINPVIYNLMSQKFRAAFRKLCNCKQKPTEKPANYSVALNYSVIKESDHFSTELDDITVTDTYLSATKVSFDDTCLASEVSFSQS
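Agonist-mode FDSS calcium read (Ex 480/Em 530, 1 s cycles) in 1536-well TRHR cells with fluo-8 dye, after 10-cycle baseline and 23 nL compound addition; TRH at EC20 (10 nM final) added afterwards for the enhancer phase.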
D2 agonist: agonists of human D2 dopamine receptor. HEK293 T-REx D2 cells, calcium flux agonist mode. hit rate 0.53% among 340,000. activation, % at 2 µM. P14416;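 active = activation over 3 SD above normal in the single-dose calcium agonist read, cut at about 30% in these data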; note: 0% is about no effect
Target sequence (P14416 whole entry, looked up): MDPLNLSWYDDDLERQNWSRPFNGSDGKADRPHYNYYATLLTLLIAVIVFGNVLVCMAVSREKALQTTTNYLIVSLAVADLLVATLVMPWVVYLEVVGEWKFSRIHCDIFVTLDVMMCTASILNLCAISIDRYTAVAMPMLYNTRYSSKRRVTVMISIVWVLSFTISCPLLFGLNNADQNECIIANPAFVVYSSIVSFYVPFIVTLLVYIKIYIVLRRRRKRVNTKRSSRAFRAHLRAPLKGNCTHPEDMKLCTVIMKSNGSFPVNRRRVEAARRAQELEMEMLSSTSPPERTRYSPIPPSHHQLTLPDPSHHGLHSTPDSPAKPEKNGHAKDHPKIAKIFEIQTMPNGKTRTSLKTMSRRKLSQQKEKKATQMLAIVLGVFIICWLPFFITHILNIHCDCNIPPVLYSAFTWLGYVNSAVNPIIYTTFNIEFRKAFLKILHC
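HEK293 Trex D2 cells, tetracycline-induced, o/n 30 C 5% CO2; no-wash Ca dye, RT 30–90 min; 10-cycle baseline, 23 nl cpd added, kinetic Ca read 180 s; agonist hits = positive Ca response.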
USP1-UAF1 inh: blocks the human USP1/UAF1 deubiquitinase complex; O94782; recombinant USP1/UAF1, Ub-Rhodamine cleavage fluorescence; Potency, µM (top dose mostly 57.1 µM), inactives show at the top dose activity change, negative = inhibition, actives largely listed as inhibitors; hit rate 0.23% among 390,000; note: potency is the fitted concentration of half-maximal effect; % is set by controls: 0 for no effect and ±100 for the full control effect; nearly all actives have a fitted effect of over 60% in size; inactives centre near -12
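Step one: compound is pinned into 1nM USP1/UAF1 in HEPES pH 7.8 buffer with TCEP. Step two: 15 min room-temperature incubation. Step three: Ub-Rho (150nM final) starts cleavage, tracked by fluorescence over six one-minute reads.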
mIDH1 inhibitor: blocks human mutant IDH1 R132H enzyme | Potency, µM (series often up to 76.6 µM), for the others: at the highest dose activity change, negative = inhibition, hits mostly inhibitors | hit rate 0.093% among 390,000 | IDH1-R132H enzyme, NADPH consumption, diaphorase/resazurin fluorescence | O75874; note: potency is the fitted concentration of half-maximal effect; % is set by controls: 0 for no effect and ±100 for the full control effect; nearly all actives have a fitted effect of over 65% in size
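IDH1-R132H (0.5 ug/mL dispensed) in pH 7.5 Tris buffer was preincubated 30 min with compound, then given a substrate mix of 0.016 mM NADPH and 2 mM alpha-KG for 80 min at room temperature; remaining NADPH was read by diaphorase/resazurin fluorescence.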
PI4K2A inh: PI4K2A (human) kinase inhibition | Q9BTU6 | purified PI4K2A, ADP-Glo luminescence, 1 h; active compounds read low | activity change, negative = inhibition, % at 76.9 µM | hit rate 0.13% among 420,000 | AID 1346378; in the data active = activity change below about -50%; inconclusive = mostly about -30% to -49%;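 note: -100% = wells without enzyme as full effect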
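Compounds are screened against recombinant PI4K2A using PI as substrate and ATP, the latter dispensed at 300 microM. Reactions run one hour at ambient temperature before ADP-Glo detection; full inhibition defined by wells lacking enzyme.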
rTrxR1 inhibitor: blocks rat thioredoxin reductase 1. O89049. recombinant rTrxR1, NADPH fluorescence consumption, selenite substrate. Potency, µM (titrated, usually from 114 µM), without a hit: top-dose activity change, negative = inhibition, hits mostly inhibitors. hit rate 1% among 390,000. AID 588453; note: potency is the fitted concentration of half-maximal effect; % is set by controls: 0 for no effect and ±100 for the full control effect; nearly all actives have a fitted effect of over 65% in size
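Rat TrxR1 (90 nM in the dispensed reagent) was pre-reduced with 400 uM NADPH for 5 min at room temperature, then incubated with compound for 15 min. After 400 uM selenite was added, NADPH fluorescence (Ex 340/Em 450 nm) was followed for 8 min.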
TRHR enhancer: TRH receptor (human) allosteric enhancement. P34981. TRHR cells, fluo-8 calcium fluorescence, EC20 TRH enhancement. enhancement, % at 2 µM. hit rate 0.66% among 360,000; in the data active = enhancement above about 30%; note: 0% is about no effect
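Enhancer read-out: after compound pinning and an initial kinetic agonist-mode read, an EC20 of TRH (10 nM final) was injected and fluo-8 calcium signal (Ex 480/Em 530) followed at 1 s/cycle for 100 cycles in TRHR-expressing cells.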
D2 antag: antagonists of human D2 dopamine receptor | P14416 | HEK293 TREx D2 cells, calcium flux, dopamine EC80 | inhibition, % at 10 µM | hit rate 2% among 340,000 | AID 485344; in the data active = inhibition above about 30%; note: 0% is about no effect
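Cells plated overnight at 30 C with tetracycline; no-wash calcium dye, 30–90 min RT; 10 s baseline; compound pinned; 180 s read; EC80 dopamine added; another 180 s read.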
An asterisk follows results filed as active; ? = inconclusive; nt = no result given; & = joins results of further samples; [ ] = remark or other dose. Unless noted, calls come from the whole dose curve; as a rule, active = well fitted inhibition curve with a large enough effect; inconclusive = small, poorly fitted or top-dose-only effect; inactive = no such curve, though single readings can be large or run the other way.

SMILES	TrxR1 substrate	TRHR agonist	D2 agonist	USP1-UAF1 inh	mIDH1 inhibitor	PI4K2A inh	rTrxR1 inhibitor	TRHR enhancer	D2 antag
Cc1cccc(/C=C/c2onc(C)c2S(=O)(=O)N2CCC(C(=O)N3CCCCC3)CC2)c1	-9%	0.4&-0.1	0.4&0.3	-14%&-14%	-8%&1%	2&-2	-1%	-2&-7	-1
O=C(N/C(=C/c1ccc([N+](=O)[O-])cc1)C(=O)N1CCOCC1)c1ccco1	-14%	-0.7	-2.8	-26%	1%	-2	-19%	3	-10
COc1ccc(C)c2sc(NC(=O)CCS(=O)(=O)c3ccccc3)nc12	2%	0.8	0.9	-21%	11%	1	40µM*	9	-12
CN1CCC(N(C)C(=O)COc2ccccc2Cl)CC1	-4%	-0.2	1.6	-16%	-1%	1	-7%	4	31*
COc1ccc(N(CC(=O)N2CCCCCC2)S(=O)(=O)c2ccccc2[N+](=O)[O-])c(OC)c1	2%	-1.0	0.1	-10%	17%	-3	13%	-5	4
Cc1cccc(CN(C(=S)Nc2c(C)cccc2C)c2cccnc2)c1	6%[57.1 µM]	-0.6	4.9	-22%	5%	-1	1%[57.1 µM]	-5	3
O=C(Cc1ccccc1)NNC1CC(=O)N(c2ccc(Br)cc2)C1=O (stereo unspecified)	-20%[57.1 µM]	-0.6	0.1	-19%	5%	5	15%[57.1 µM]	-7	4
Cc1cnc(C(=O)Nc2cccc3ncccc23)cn1	-4%	1.7	1.2	-3%	5%	-2	1%	-2	-2
CCc1ccc2oc(-c3cccc(NC(=O)COc4ccccc4Cl)c3)nc2c1	-6%	1.0	-0.1	-5%	3%	-3	2%	43*	nt
O=C(NC1CCC(O)CC1)c1ccc(NS(=O)(=O)c2cccc([N+](=O)[O-])c2)cc1 (stereo unspecified)	0%	-0.6	0.4	-12%	7%	1	2%	1	-6
COc1ccc(OC)c(C(C)NC(=O)Cn2c(=O)cc(C)c3c(C)nn(-c4ccc(C)cc4)c32)c1 (stereo unspecified)	4%	0.3	-0.5	-16%	18%	-3	12%	8	nt
COc1ccc(NC(=O)C2Cc3cccc(OC)c3O/C2=N\O)cc1 (stereo unspecified)	-4%	1.4	0.0	-18%	2%	1	4%	17	2
CCCc1nc2nc(C)c(NS(=O)(=O)c3ccc(Cl)cc3)c(=O)n2[nH]1	-7%[57.1 µM]	0.7	0.4	-2%	-10%	-2	-10%[57.1 µM]	-2	22
O=C(c1ccc2oc(CCc3ccccc3)nc2c1)N1CCC(O)CC1	5%	0.7	-0.1	-23%	-3%	2	11%	-8	24
COc1cc2c(cc1OC)C(C)N(CC(=O)Nc1ccc(S(=O)(=O)N3CCCC3)cc1)CC2 (stereo unspecified)	5%	0.3	nt	-16%	-8%	-2	?	-3	nt
CC(=O)C1=C(O)C(=O)N(c2cccnc2)C1c1cccc([N+](=O)[O-])c1 (stereo unspecified)	-17%	-0.5	0.6	-10%	23%	-7	-4%	6	-14
Cn1cnc2c(=O)oc3ccc(S(=O)(=O)N4CCN(c5ccccc5F)CC4)cc3c21	6%	-0.9	-1.6	-13%	-1%	-2	19%	10	nt
COc1ccc(CCNC(=O)C(=O)NCC(c2ccco2)S(=O)(=O)c2cccs2)cc1 (stereo unspecified)	1%[57.1 µM]	0.5	0.0	-12%	14%	-2	-7%[57.1 µM]	-1	nt
CN(NC(=O)c1ccco1)c1nc2ccccc2nc1C(F)(F)F	5%[57.1 µM]	0.4	6.1	-17%	0%	4	16%[57.1 µM]	5	10
COc1cccc(C2C(C(C)=O)=C(O)C(=O)N2CCNCCO)c1 (stereo unspecified)	nt	0.1	0.0	nt	nt	nt	nt	3	-2
COC(=O)Cn1c(C)c(C(C)=O)c(C(C)=O)c1C	4%	0.6	-0.9	0%	-5%	-15	17%	2	-4
COc1ccc(CNC(=O)C(C)NC(=O)c2cc3ccccc3o2)cc1 (stereo unspecified)	9%[57.1 µM]	-0.6	0.7	-1%	1%	9	11%[57.1 µM]	-3	-10
N/N=C(\c1ccccc1)C12CN3CN(CN(C3)C1)C2	-9%	-0.7	-1.3	-8%	0%	1	-4%	-3	-1
OCc1cc(-c2ccccn2)no1	-9%[57.1 µM]	-0.4	-0.1	-20%	14%	-4	2%[57.1 µM]	-1	17
Nc1ccc(C(=O)OCC(=O)N2c3ccccc3Sc3ccccc32)cc1[N+](=O)[O-]	-1%	0.3	0.8	-26%	6%	0	2%	-6	-1
Cc1nnnn1/C(=C\c1ccccc1)C(=O)OCC(=O)Nc1ccc(Cl)cc1F	10%	1.3	1.5	-13%	2%	13	?	0	-8
CCCn1nc(C(=O)NCCc2ccc(S(N)(=O)=O)cc2)c2ccccc2c1=O	10%	0.0	1.3	0%	11%	0	3%	4	0
COC(=O)[C@@]1(Cc2ccc(OC)cc2)[C@H]2c3cc(C(=O)N4CCCC4)n(CCn4cc([N+](=O)[O-])nc4C)c3C[C@H]2CN1C(=O)c1ccccc1	-7%	2.6	2.8	0%	-15%	4	-10%	-3	-3
O=C1C2CCCN2C(=S)N1C1CCCCC1 (stereo unspecified)	2%	-0.3	-0.1	-15%	-5%	1	20%	2	-12
CC(C)(C)C1CCC(OCC(O)CN2CCN(Cc3ccccc3)CC2)CC1 (stereo unspecified)	-4%	0.4	19	-11%	13%	3	3%	32*	-3
COc1ccc(S(=O)(=O)Nc2cccc(-c3ccc(N4CCCC4)nn3)c2)c(OC)c1	-7%[57.1 µM]	-0.8	-1.1	-25%	-20%	-4	-5%[57.1 µM]	-5	nt
Cc1ccc2nc(/C(C#N)=C/c3cccc(Br)c3)[nH]c2c1	-3%	-0.6	-1.4	-7%	-4%	4	4%	-7	nt
Cc1ccc2ncnc(NCCCN3CCOCC3)c2c1	6%[57.1 µM]	-1.1	-1.3	-2%	4%	11	17%[57.1 µM]	8	-2
CCSC1=N/C(=C\c2cccnc2)C(=O)N1c1ccccc1	1%	0.2	0.7	-10%	6%	3	-7%	8	-8
Fc1ccc(CNC(=S)NC2CCCCC2)cc1	-2%	-0.3	-0.8	-16%	9%	2	5%	2	20
Cc1cc(F)ccc1NCc1cccnc1	1%	0.1	-0.7	-25%	6%	0	5%	-7	-9
CCOc1ccc(N2C(=O)N(Cc3c(F)cccc3Cl)c3ccccc3S2(=O)=O)cc1	3%[57.1 µM]	0.2	0.7	2%	-6%	-1	22%[57.1 µM]	1	nt
CN1CCN(S(=O)(=O)c2csc(C(N)=O)c2)CC1	1%	0.3	2.1	0%	2%	2	27%	-6	-10
O=C(CSc1ccc(Cl)cc1)NNC(=O)c1ccco1	-3%	1.6	nt	-15%	-2%	-3	-9%	12	nt
CN(CC(=O)Nc1cc(C(F)(F)F)ccc1-n1cncn1)Cc1nc2ccccc2c(=O)[nH]1	-4%	nt	nt	-9%	-5%	7	1%	nt	nt

Complete entries, looked up by structure. Order of screens: TrxR1 substrate	TRHR agonist	D2 agonist	USP1-UAF1 inh	mIDH1 inhibitor	PI4K2A inh	rTrxR1 inhibitor	TRHR enhancer	D2 antag
`O=C1C2CCCN2C(=S)N1C1CCCCC1` (stereo unspecified) in the list: 2%	-0.3	-0.1	-15%	-5%	1	20%	2	-12
`COc1ccc(CNC(=O)C(C)NC(=O)c2cc3ccccc3o2)cc1` (stereo unspecified) in the list: 9%[57.1 µM]	-0.6	0.7	-1%	1%	9	11%[57.1 µM]	-3	-10

An excerpt of these results, with values under each structure.
Under each structure – TrxR1 substrate, TRHR agonist, D2 agonist, USP1-UAF1 inh, mIDH1 inhibitor, PI4K2A inh, rTrxR1 inhibitor, TRHR enhancer, D2 antag
> O=C1C2CCCN2C(=S)N1C1CCCCC1 (stereo unspecified)
→ 2%, -0.3, -0.1, -15%, -5%, 1, 20%, 2, -12
> Cc1ccc2nc(/C(C#N)=C/c3cccc(Br)c3)[nH]c2c1
→ -3%, -0.6, -1.4, -7%, -4%, 4, 4%, -7, nt
> Nc1ccc(C(=O)OCC(=O)N2c3ccccc3Sc3ccccc32)cc1[N+](=O)[O-]
→ -1%, 0.3, 0.8, -26%, 6%, 0, 2%, -6, -1
> Cc1nnnn1/C(=C\c1ccccc1)C(=O)OCC(=O)Nc1ccc(Cl)cc1F
→ 10%, 1.3, 1.5, -13%, 2%, 13, ?, 0, -8
> CC(C)(C)C1CCC(OCC(O)CN2CCN(Cc3ccccc3)CC2)CC1 (stereo unspecified)
→ -4%, 0.4, 19, -11%, 13%, 3, 3%, 32*, -3

The list goes on.
SMILES	TrxR1 substrate	TRHR agonist	D2 agonist	USP1-UAF1 inh	mIDH1 inhibitor	PI4K2A inh	rTrxR1 inhibitor	TRHR enhancer	D2 antag
Cc1c(C)c2cc(Cl)c(O)c(CN3CCCCC3)c2oc1=O	797%[activator]	-2.3	-1.2	-2%	0%	0	?	4	-12
Nc1ccccc1NC1=CC(=O)CC(c2ccco2)C1 (stereo unspecified)	-13%	1.1	0.6	-11%	8%	-7	-12%	-3	31*
Cc1cc(C)c2[nH]c(=O)c(C(c3nnnn3CC3CCCO3)N3CCC(C)CC3)cc2c1 (stereo unspecified)	7%[57.1 µM]	-2.1	-0.1	-16%	1%	-4	20µM*	7	37*
CC(=O)N1CCN(Cc2cc(=O)n3cc(Cl)c(C)c(Cl)c3n2)CC1	8%[57.1 µM]	0.2	0.3	-17%	-2%	-18	10%[57.1 µM]	4	-4
C=CCNC(=S)NS(=O)(=O)c1cccs1	9%[57.1 µM]	0.0	6.4	-2%	2%	0	-9%[57.1 µM]	-2	4
O=C(NN1CCOCC1)c1cccc(Br)c1	2%	nt	nt	4%	-2%	-1	10%	nt	nt

Screening data from PubChem.

Compounds were not picked by outcome; any-hit rate near 3.9%.
